Fh CTSL1 inh: Fasciola hepatica cathepsin L1 inhibitors, primary screen, counter-screen for PFM18AAP inhibitor project, biochemical, QFRET, fluorogenic peptide substrate; recombinant F. hepatica cathepsin L1, Z-Leu-Arg-MCA fluorescence; inhibition, % at 5.96 µM; 0.49% of 300,000 active;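 active = inhibition above the mean of all tested compounds plus 3 SD, set per screening campaign, cut at about 17% in these data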;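 note: 0% = plate median of test compound wells and 100% = 1 µM Z-Phe-Ala-diazomethylketone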
TPT1 inh: Candida albicans TPT1 enzyme inhibitors, primary screen, biochemical, fluorescence polarization | recombinant caTPT1, FP RNA substrate dephosphorylation | AID 1962, 2009 | 0.81% of 300,000 active | tRNA 2'-phosphotransferase TPT1 (Candida albicans SC5314) | inhibition, % at 5 µM;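 active = inhibition above the mean of all tested compounds plus 3 SD, set per screening campaign, cut at about 24% in these data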;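 note: plate controls were DMSO alone for no effect and ferristatin control at 100 nM for full effect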
PREPL inhibitor: PREPL enzyme inhibitors, primary screen, biochemical, fluorescence polarization | Prolyl endopeptidase-like (Homo sapiens), Q4J6C6 | recombinant PREPL, fluorescence polarization activity-based probe | inhibition, % at 5.96 µM | 0.68% of 320,000 active; in the data active = inhibition above about 43%;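 note: 0% = enzyme with DMSO and 100% = wells lacking enzyme; many of its hits are not listed in these tables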
Efflux pump mplx: inhibitors of Candida efflux pumps in yeast, primary screen, S. cerevisiae, Nile Red, multiplex | inhibition, % at 10 µM | S. cerevisiae Candida pump triplex | 0.44% of 330,000 active | AID 485275, 2010;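 active = plate passing quality check with inhibition over a set limit, or well fluorescence over plate mean plus 4 SD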;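 note: Nile Red retained in pooled yeast measured as flow cytometry median fluorescence; 0% = buffer negative control and 100% = Enniatin B positive control; higher means more Nile Red kept so more efflux inhibition; some compounds called inactive have numbers as strong as hits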
HCV core dimer: inhibitors of HCV core protein dimerization, primary screen, biochemical, TR-FRET, high-throughput. inhibition, % at 5 µM. AID 1899, 2009. TR-FRET GST/Flag-core106 dimerization, 1536-well. 0.33% of 300,000 active;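 active = inhibition above the mean of all tested compounds plus 3 SD, set per screening campaign, cut at about 45% in these data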
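Material: Tagged HCV core106 pair (GST and Flag) | Amount: GST-core106 13.5 nM, Flag-core106 17 nM | Medium: KF-containing HEPES buffer, pH 7.45, DTT, CHAPS, BSA | Reagent: Eu donor and XL665 acceptor anti-tag antibodies | Schedule: 4 h at 22.5 °C | Technique: Time-resolved FRET, ex 340 nm, em 617 and 671 nm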
EBNA-1 inhibitor: EBNA-1 DNA-binding inhibitors, primary screen, biochemical, fluorescence polarization; inhibition, % at 14.8 µM; 0.34% of 300,000 active; AID 1950, 2009; in the data active = inhibition above about 28%
PP5 inh: PP5 phosphatase inhibitors, primary screen, biochemical, fluorescence; Serine/threonine-protein phosphatase 5 (Homo sapiens), P53041; purified PP5c, OMFP substrate fluorescence; inhibition, % at 6.7 µM; 0.18% of 320,000 active; AID 1987, 2009;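 active = inhibition above the campaign's mean inhibition across all tested compounds plus 3 SD, cut at about 9.5% in these data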;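 note: 0% = DMSO only and 100% = 100 µM cantharidin control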
Target sequence (P53041 whole entry, looked up): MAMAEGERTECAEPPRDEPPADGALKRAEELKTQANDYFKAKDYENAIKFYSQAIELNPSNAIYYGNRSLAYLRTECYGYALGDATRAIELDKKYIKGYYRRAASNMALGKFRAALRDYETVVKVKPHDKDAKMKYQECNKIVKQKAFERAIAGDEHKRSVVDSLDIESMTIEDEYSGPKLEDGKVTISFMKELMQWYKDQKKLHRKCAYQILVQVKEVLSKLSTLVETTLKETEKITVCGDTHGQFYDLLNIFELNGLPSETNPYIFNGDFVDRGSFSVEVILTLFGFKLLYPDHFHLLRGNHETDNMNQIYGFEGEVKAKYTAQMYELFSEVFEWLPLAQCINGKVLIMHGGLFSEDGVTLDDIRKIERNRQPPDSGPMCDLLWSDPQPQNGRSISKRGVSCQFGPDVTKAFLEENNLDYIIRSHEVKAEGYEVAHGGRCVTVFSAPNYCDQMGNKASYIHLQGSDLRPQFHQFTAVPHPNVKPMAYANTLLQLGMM
ZTA DNA inh: blocks Epstein-Barr virus ZTA, an EBNA-1 counter-screen | inhibition, % at 11 µM | ZTA-DNA binding, fluorescence polarization | 0.15% of 320,000 active | P03206; in the data active = inhibition above about 33%
Target sequence (P03206 whole entry, looked up): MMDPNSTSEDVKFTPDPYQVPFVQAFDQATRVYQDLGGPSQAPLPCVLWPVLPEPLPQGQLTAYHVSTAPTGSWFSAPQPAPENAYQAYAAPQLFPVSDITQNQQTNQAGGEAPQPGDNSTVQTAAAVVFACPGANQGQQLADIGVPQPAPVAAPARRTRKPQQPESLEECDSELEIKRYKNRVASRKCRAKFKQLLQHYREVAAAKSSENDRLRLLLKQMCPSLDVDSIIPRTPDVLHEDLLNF
PP1 counter: PP1-alpha phosphatase inhibitors, primary screen, counter-screen for PP5 inhibitor project, biochemical, fluorescence, OMFP substrate, single point; Serine/threonine-protein phosphatase PP1-alpha catalytic subunit (Homo sapiens), P62136; purified PP1alpha; inhibition, % at 6.7 µM; 0.9% of 320,000 active; AID 2235, 2010;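 active = inhibition above the mean inhibition of all tested compounds plus 3 SD, computed separately for each screening campaign, cut at about 15% in these data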
Target sequence (P62136 whole entry, looked up): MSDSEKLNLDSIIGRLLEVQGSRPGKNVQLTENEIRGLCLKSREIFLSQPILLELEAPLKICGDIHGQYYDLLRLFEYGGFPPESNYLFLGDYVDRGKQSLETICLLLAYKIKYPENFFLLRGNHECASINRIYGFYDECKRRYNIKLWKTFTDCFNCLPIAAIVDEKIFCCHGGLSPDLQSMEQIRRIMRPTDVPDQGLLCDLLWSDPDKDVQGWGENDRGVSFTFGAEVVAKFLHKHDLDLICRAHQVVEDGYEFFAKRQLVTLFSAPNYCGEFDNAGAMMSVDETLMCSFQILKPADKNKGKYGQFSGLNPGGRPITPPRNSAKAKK
* hit, by the source's call; · = not tested or not shown. The list is partial. The share of hits here may be higher or lower than overall.

SMILES | Fh CTSL1 inh | TPT1 inh | PREPL inhibitor | Efflux pump mplx | HCV core dimer | EBNA-1 inhibitor | PP5 inh | ZTA DNA inh | PP1 counter
Cc1cccc(NC(=O)c2ccc(Cl)nc2)n1 | -0.6 | 0.4 | 1.1 | 0.1 | 1.0 | -9.9 | 3.0 | -19.0 | -6.6
O=C(CSc1ccc2nnc(-c3cccnc3)n2n1)NCc1ccco1 | 4.3 | 0.2 | -7.5 | -0.5 | -19.1 | 3.8 | 1.4 | -13.7 | 1.7
CC(C)(C)C(=O)NC(=S)Nc1ccc(Cl)c(C(=O)O)c1 | -8.5 | -2.7 | 4.3 | 0.3 | 4.0 | 5.3 | -7.2 | 1.2 | -11.8
COc1cc(CNCCc2ccccc2)ccc1OCC(N)=O | 3.8 | -3.4 | 1.3 | -0.1 | -0.7 | -3.2 | -4.5 | -13.1 | 1.3
CC(/C=C/c1ccccc1F)=N\NC(=O)c1cccc(F)c1 | 5.0 | -0.6 | 0.8 | 0.1 | -1.1 | -2.6 | 1.2 | 7.1 | 2.7
COc1ccc(NC(=O)CSCC(=O)Nc2ccc(C)c(S(=O)(=O)N3CCCCCC3)c2)cc1 | -6.1 | 1.6 | -3.0 | 0.0 | 4.2 | 5.0 | 0.3 | 1.2 | -6.5
CCN(CC)c1ccc(C(=O)c2ccccc2C(=O)O)c(O)c1 | 4.7 | -1.8 | 10.5 | 0.1 | 1.3 | -5.8 | 3.2 | -2.9 | -2.3
O=S(=O)(c1ccc2ccccc2c1)N1CCN(S(=O)(=O)N2CCOCC2)CC1 | -1.5 | -3.9 | 17.9 | -0.2 | 7.7 | 2.7 | -0.5 | 20.2 | 2.7
COc1ccc(-n2c(Cc3cccn3C)nnc2SCC(=O)NCc2ccco2)cc1 | -2.1 | -1.9 | 8.5 | -0.4 | 4.3 | -4.2 | -5.7 | -13.4 | -11.2
CCOC(=O)c1cnc(SCC(=O)Nc2cc(C(F)(F)F)ccc2N2CCOCC2)nc1N | -0.2 | -0.5 | 7.3 | -0.1 | -0.9 | -3.0 | 0.9 | 0.8 | 1.7
CCn1c2ccccc2c2cc(NS(=O)(=O)c3ccc(C)cc3)ccc21 | 6.3 | 0.3 | 4.3 | 0.1 | 15.9 | 7.4 | 5.8 | -10.0 | 2.5
Oc1c(C=C2N=c3ccccc3=N2)sc(=S)n1-c1ccc2ccccc2c1 | 4.9 | 3.5 | 2.5 | -0.1 | -0.9 | -9.5 | -0.2 | -6.8 | -4.3
O=C(CCn1cnnn1)Nc1ccc(Cl)c(Cl)c1 | 3.5 | -0.6 | 3.1 | -0.2 | 9.5 | -7.5 | -3.0 | -15.6 | 1.3
CNC(=O)c1ccc(NC(=O)CC2SC(N3CCCC3)=NC2=O)cc1 (stereo not given) | · | · | 10.8 | 0.1 | · | · | 3.8 | -6.0 | -0.1
O=C(COc1ccccc1)Nc1nc2cc3c(cc2s1)OCCO3 | 0.8 | -1.5 | 3.2 | 0.0 | -4.8 | 4.8 | 1.1 | 7.7 | 0.7
CCOC(=O)Nc1ccc(S(=O)(=O)Nn2cnnc2)cc1 | -2.1 | -0.8 | 0.7 | 0.2 | -0.9 | -4.8 | 0.4 | 2.1 | 2.3
COc1ccc(C2=Nn3c(nnc3-c3ccco3)SC2)cc1 | -0.6 | -4.9 | -7.6 | -0.1 | 7.6 | 4.4 | 0.6 | 10.9 | 0.6
Cc1occc1C(=O)Nc1cccc([N+](=O)[O-])c1C | -0.5 | -3.3 | -4.9 | 0.0 | -1.4 | 10.9 | -2.9 | -2.6 | 2.4
COc1cccc(C2CC3(CC(C)(C)NC(=S)N3)Oc3cc(O)ccc32)c1 (stereo not given) | -2.8 | -3.2 | 8.4 | -0.1 | -2.1 | 5.3 | 1.5 | -9.4 | -1.7
CCN(CC)CCCn1c(C)cc2c(c1=O)C(c1ccccc1)C(C#N)=C(N)O2 (stereo not given) | -0.9 | -2.6 | -26.7 | -0.1 | 1.0 | 5.8 | -2.7 | 0.3 | -2.1
Cc1cccc2c1N(CCCOc1ccccc1)C(=O)C2=O | -2.9 | 2.4 | -23.7 | 0.0 | 12.7 | 1.2 | 2.1 | 23.6 | 17.3*
Cc1cc(NC(=O)CSc2nnc(COc3cccc(C)c3C)n2Cc2ccco2)no1 | -0.6 | 1.7 | 5.5 | 0.1 | 11.3 | -5.8 | 2.1 | -1.8 | -3.7
COc1ccccc1CN1CCN(Cc2ccc3ccccc3c2)CC1 | 2.4 | -5.3 | -3.1 | 0.0 | -4.8 | 8.3 | 2.6 | -7.8 | 3.9
Cc1c(NC(=O)NC(C)N2C(=O)C3C4C=CC(C4)C3C2=O)c(=O)n(-c2ccccc2)n1C (stereo not given) | -0.8 | -4.3 | -2.1 | -0.1 | -2.3 | 7.2 | 1.0 | 2.9 | -1.6
Cn1nc(C(=O)Nc2ccccc2N2CCCC2)c2ccccc2c1=O | 1.1 | -2.2 | 21.3 | 0.0 | -13.8 | 3.5 | 2.8 | -15.1 | 2.9
CC1(C)CC(N2CCCCC2)=CC(=[N+]2CCCCC2)C1 | 3.8 | 0.8 | 4.7 | -0.2 | -3.1 | 9.9 | -0.6 | -8.8 | -1.9
CCCCNC(=O)c1ccc(CNc2c(N3CCC(C(=O)OCC)CC3)c(=O)c2=O)cc1 | -0.4 | -2.9 | 1.9 | -0.3 | -0.1 | -13.4 | -0.6 | -1.9 | -6.6
N#Cc1cc(S(=O)(=O)c2ccccc2)c(N)[nH]c1=O | 0.4 | -0.7 | -6.7 | 0.1 | 3.2 | 0.4 | 0.2 | 1.5 | -3.1
Cc1cc(C(=O)N2CCCC(N3CCN(c4cccc(C(F)(F)F)c4)CC3)C2)nn1C (stereo not given) | 0.5 | -1.5 | 8.4 | -0.1 | 5.9 | 5.0 | 1.4 | 8.8 | -1.5
COc1cc(/C=N/NC(=O)c2ccncc2)ccc1OCCN1CCCCC1 | -6.4 | 1.2 | -0.4 | 0.0 | 1.6 | -4.9 | 1.2 | 0.2 | -1.5
O=C1CCCc2ccccc2N1Cc1c(Cl)cccc1Cl | -0.1 | -1.7 | -52.0 | 0.1 | 7.2 | 4.2 | 0.7 | 8.2 | 4.8
CC(=O)c1cccc(OCC(=O)N2CCN(c3ccc(C(F)(F)F)cn3)CC2)c1 | -0.4 | -3.3 | 5.5 | 0.0 | -0.2 | 8.3 | 1.7 | 10.2 | 0.9
NS(=O)(=O)c1ccc(CNC(=O)c2cc(-c3cccnc3)nc3ccc(Cl)cc23)cc1 | 0.6 | -2.7 | -4.4 | 0.0 | -4.5 | 0.4 | 2.3 | 1.2 | 3.4
N#Cc1c(Cl)cccc1-n1ccnc1 | -5.2 | 0.9 | 17.2 | 0.5 | 1.9 | -7.9 | 5.4 | -5.2 | 4.8
CCOC(=O)c1c(SC)nc(SC)c2c1CCC2 | 8.2 | -1.8 | 7.8 | 0.0 | -2.0 | 2.3 | -7.1 | -0.6 | -5.1
Cc1ccc(-c2ccnc3c(Cl)c(C)nn23)cc1 | -4.6 | -3.6 | -9.4 | 0.0 | -4.4 | -0.4 | 3.0 | -14.2 | 2.1
C/C(=N\NC(=O)c1cccs1)c1ccc2c(c1)OCO2 | 2.4 | -0.5 | 11.7 | 0.1 | 0.4 | 2.2 | 2.8 | 1.9 | 0.0
COc1ccc(CNC(=O)CCS(=O)(=O)c2ccc3c(c2)oc(=O)n3C)cc1 | 5.2 | -1.9 | 4.6 | -0.1 | -0.4 | 11.6 | 0.0 | 18.3 | -5.7
S=C(Nc1ccccc1Oc1ccccc1)Nc1cccc(Cl)c1Cl | -0.3 | -1.9 | 1.3 | 0.0 | -5.7 | 7.5 | 2.5 | -2.1 | -0.4
Cc1ccccc1NC1=C/C(=N\S(=O)(=O)c2cccs2)c2ccccc2C1=O | 93.8* | -4.5 | 33.4 | 0.1 | 7.7 | 7.7 | 14.8* | 15.0 | 2.1
CC(=O)n1cc([C@H]2C=C(C(=O)O)O[C@@H](OCCCCO)C2)c2ccccc21 | -5.9 | -2.7 | -13.0 | 0.4 | 0.9 | 12.9 | 0.8 | -12.1 | 1.0
CC(=O)OC(C(=O)NCc1ccc2c(c1)OCO2)c1ccccc1Cl (stereo not given) | -31.6 | -2.0 | -0.4 | 0.1 | -2.9 | -0.2 | 0.4 | 1.8 | 0.4
O=C(CSc1nnc(-c2ccc(OC(F)F)cc2)o1)N1CCOCC1 | 8.4 | -0.4 | 7.8 | 0.0 | -0.6 | -15.5 | 0.3 | 10.2 | -1.2
COC(=O)c1sccc1NC(=O)c1c(C)noc1C | 3.6 | 0.9 | -2.1 | -0.3 | -2.5 | 6.8 | 1.6 | -0.7 | 0.3
CC(=O)N(c1ccccc1)C1CC(C)N(C(=O)c2ccccc2)c2ccccc21 (stereo not given) | -2.5 | 0.1 | 16.7 | 0.0 | 0.1 | -17.9 | 1.2 | -0.3 | 0.9
CCCCCCC(CC(=O)NCc1cccnc1)CC(=O)NCc1cccnc1 | -1.6 | -0.5 | -0.7 | 0.0 | 8.5 | 11.1 | 2.3 | 11.5 | 2.1
COc1ccc(C(=O)Nc2nnc(S(=O)(=O)Cc3ccc(F)cc3)s2)cc1 | 2.7 | 2.7 | 2.9 | -0.3 | 2.2 | -3.5 | -0.5 | 5.0 | 3.5
CCOC(=O)N1CCN(C(=O)c2nn(-c3ccc(C)cc3)c(=O)c3c2c2ccccc2n3C)CC1 | -0.8 | -1.8 | -10.8 | 0.0 | 3.9 | 10.0 | 2.0 | 2.4 | -0.3

Complete entries as entered above.
CC(=O)n1cc([C@H]2C=C(C(=O)O)O[C@@H](OCCCCO)C2)c2ccccc21 across the screens: Fh CTSL1 inh: -5.9; TPT1 inh: -2.7; PREPL inhibitor: -13.0; Efflux pump mplx: 0.4; HCV core dimer: 0.9; EBNA-1 inhibitor: 12.9; PP5 inh: 0.8; ZTA DNA inh: -12.1; PP1 counter: 1.0
C/C(=N\NC(=O)c1cccs1)c1ccc2c(c1)OCO2 across the screens: Fh CTSL1 inh: 2.4; TPT1 inh: -0.5; PREPL inhibitor: 11.7; Efflux pump mplx: 0.1; HCV core dimer: 0.4; EBNA-1 inhibitor: 2.2; PP5 inh: 2.8; ZTA DNA inh: 1.9; PP1 counter: 0.0

The listing continues:
SMILES | Fh CTSL1 inh | TPT1 inh | PREPL inhibitor | Efflux pump mplx | HCV core dimer | EBNA-1 inhibitor | PP5 inh | ZTA DNA inh | PP1 counter
O=C(Nc1ccccc1C(=O)N1CCOCC1)c1cccnc1 | -1.2 | -2.4 | -0.6 | -0.1 | -3.9 | 7.0 | -1.0 | -5.3 | 1.2
CC1(C)Oc2ccc3ccc(=O)oc3c2/C(=C/NC2CCCCC2)C1=O | 6.6 | -2.1 | 7.5 | 0.1 | 8.2 | 10.3 | 3.0 | 9.9 | 0.8
COc1ccc(-c2cc(C(=O)OCC(=O)Nc3ccc4c(c3)OCO4)c3ccccc3n2)cc1 | -1.9 | -3.1 | 9.3 | -0.1 | 4.9 | 5.9 | 4.9 | -16.9 | 4.2
CC(CNC(=O)c1ccc(N)cc1)NC(=O)c1ccc(N)cc1 (stereo not given) | -6.1 | 4.1 | 1.9 | 0.0 | -0.3 | -6.7 | 1.1 | -6.0 | -3.7
